# Bioassay records from PubChem BioAssay.
# Tau fluor cs: Counterscreen qHTS for Inhibitors of Tau Fibril Formation, Fluorescence Polarization; Potency, µM (titrated, usually from 57.7 µM), without a hit: at the highest dose activity change, negative = decrease; tau K18 P301L Alexa594 fluorescence, heparin fibrillization; actives 0.93% (n = 280,000); AID 1463, 2008; note: % is set by controls: 0 for no effect and ±100 for the full control effect; nearly all actives have a fitted effect of over 55% in size
#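 Human K18 P301L tau (15 uM unlabeled plus 0.24 uM Alexa 594-labeled, final) in 100 mM sodium acetate pH 7 was mixed with compound and 20 uM heparin and incubated 6 hr at 37 C.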
# Tau fibril FP: qHTS for Inhibitors of Tau Fibril Formation, Fluorescence Polarization | Microtubule-associated protein tau (Homo sapiens), P10636 | K18 P301L tau heparin fibrillization, Alexa594 FP, 6 h | Potency, µM (top dose mostly 57.7 µM), for inactives: at the top dose activity, negative = inhibition, most hits filed as inhibitors | actives 0.39% (n = 280,000); note: % is set by controls: 0 for no effect and ±100 for the full control effect; nearly all actives have a fitted effect of over 55% in size
#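 Heparin (20 uM) drove fibril formation of recombinant tau K18 P301L, 15 uM unlabeled with 0.24 uM Alexa 594 label, for 6 hr at 37 C in 100 mM sodium acetate pH 7. Fluorescence polarization (555/632 nm) read 1 hr after 30 uM ThT.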
# L3MBTL1 block: qHTS Assay for the Inhibitors of L3MBTL1; Potency, µM (doses to about 57.1 µM), without a hit: at the highest dose activity, negative = inhibition, most hits filed as inhibitors; actives 0.66% (n = 230,000); Lethal(3)malignant brain tumor-like protein 1 (Homo sapiens), Q9Y468; AlphaScreen L3MBTL1–H3K9me1 peptide binding; note: % is set by controls: 0 for no effect and ±100 for the full control effect; nearly all actives have a fitted effect of over 60% in size
#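 AlphaScreen assay: L3MBTL1 (50 nM final) was preincubated 30 min at room temperature with biotinylated H3(1-15)K9me1 peptide (75 nM final), then 30 min with library compounds; streptavidin donor and nickel chelate acceptor beads (10 ug/mL final) added, 30 min dark.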
# TR SRC2 fluor cs: Total Fluorescence Counterscreen for Inhibitors of the Interaction of Thyroid Hormone Receptor and Steroid Receptor Coregulator 2. TRb/SRC2 Texas Red total fluorescence interference. Potency, µM (top dose mostly 106 µM), inactives show at the top dose fluorescence change, negative = quenching. actives 0.29% (n = 280,000). AID 1479, 2009; active = well fitted curve in either direction with a large enough effect; inconclusive = small, poorly fitted or top-dose-only effect; note: % is set by controls: 0 for no effect and ±100 for the full control effect
#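 Human TRβ ligand-binding domain (0.6 uM) and Texas Red SRC2 peptide (20 nM) in Tris buffer with 1 uM T3 and 5% DMSO were incubated with pinned compound for 5 hr at ambient temperature. Total fluorescence was computed as S + 2P (555/632 nm).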
# Tau fibril ThT: qHTS for Inhibitors of Tau Fibril Formation, Thioflavin T Binding | Microtubule-associated protein tau (Homo sapiens), P10636 | AID 1460, 2008 | actives 2.1% (n = 270,000) | recombinant tau K18 P301L (four-repeat tau fragment), heparin-induced fibrillization, ThT fluorescence | Potency, µM (top dose mostly 57.4 µM), for inactives: top-dose activity, negative = inhibition, usual class: inhibitors; note: % is set by controls: 0 for no effect and ±100 for the full control effect; nearly all actives have a fitted effect of over 55% in size
#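 Heparin-induced (20 uM) aggregation of recombinant human K18 P301L tau, 15 uM unlabeled with 0.24 uM labeled, pH 7 acetate buffer, 6 hr at 37 C with compound. Fibrils quantified by 30 uM ThT fluorescence after 1 hr ambient incubation.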
# HTT ATP protect: qHTS Multiplex Assay to Identify Dual Action Probes in a Cell Model of Huntington: Cytoprotection (ATP); PC12 HTT-Q103 induced, cytoprotection, ATP luminescence, 40 h; Potency, µM (highest dose often 56.4 µM), for inactives: cytoprotection (ATP increase), hits mostly activators; actives 0.14% (n = 230,000);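 note: % of control where 0% means no effect; nearly all actives have a fitted effect of over 45% in size; toxic huntingtin expression switched on by the ecdysone agonist tebufenozide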
#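 PC12 cells stably carrying ecdysone-inducible Htt exon 1 (Q103)–GFP were induced with 100 nM tebufenozide (final) alongside library compounds in a dose series. Cytoprotection was scored as retained ATP by ATPlite luminescence.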
# TRb-SRC2 inh: qHTS for Inhibitors of the Interaction of Thyroid Hormone Receptor and Steroid Receptor Coregulator 2; Thyroid hormone receptor beta (Homo sapiens), P10828; TRbeta-SRC2 peptide binding, fluorescence polarization; receptor liganded with 1 µM T3; Potency, µM (titrated, usually from 106 µM), for the others: at the top dose activity change, negative = inhibition, usual class: inhibitors; actives 0.065% (n = 280,000);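 note: plate controls were bound peptide for no effect and peptide without receptor for full effect; nearly all actives have a fitted effect of over 50% in size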
# Target sequence (P10828 whole entry, looked up): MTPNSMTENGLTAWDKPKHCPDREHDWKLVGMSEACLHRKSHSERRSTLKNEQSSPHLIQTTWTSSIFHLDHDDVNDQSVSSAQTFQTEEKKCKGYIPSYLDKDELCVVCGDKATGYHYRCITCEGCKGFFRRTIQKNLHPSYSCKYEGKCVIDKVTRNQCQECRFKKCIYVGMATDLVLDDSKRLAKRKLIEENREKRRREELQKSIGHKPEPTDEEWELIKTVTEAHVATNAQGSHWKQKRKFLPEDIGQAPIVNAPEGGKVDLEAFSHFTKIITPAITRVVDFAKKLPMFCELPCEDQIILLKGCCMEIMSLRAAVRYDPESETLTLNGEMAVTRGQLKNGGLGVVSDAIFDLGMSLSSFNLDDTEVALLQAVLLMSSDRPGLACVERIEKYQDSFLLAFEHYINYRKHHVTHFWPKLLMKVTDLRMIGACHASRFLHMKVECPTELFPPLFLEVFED
#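 Assay buffer: 20 mM Tris-HCl, 100 mM NaCl, 10% glycerol, 1 mM EDTA, 0.01% NP-40, 1 mM DTT, 1 uM T3, 5% DMSO; TRb LBD 0.6 uM, Texas Red SRC2 20 nM; FP after 5 hr.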
# RECQ1 inh: qHTS Assay for Inhibitors of RecQ-Like Dna Helicase 1 (RECQ1); actives 0.54% (n = 240,000); AID 2549, 2010; RECQ1 DNA unwinding, red fluorescence kinetic read; ATP-dependent DNA helicase Q1 (Homo sapiens), P46063; Potency, µM (titrated, usually from 57.3 µM), inactives show at the highest dose activity, negative = inhibition, hits mostly inhibitors;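 note: plate controls were vehicle for no effect and no enzyme for full effect; nearly all actives have a fitted effect of over 30% in size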
# Target sequence (P46063 whole entry, looked up): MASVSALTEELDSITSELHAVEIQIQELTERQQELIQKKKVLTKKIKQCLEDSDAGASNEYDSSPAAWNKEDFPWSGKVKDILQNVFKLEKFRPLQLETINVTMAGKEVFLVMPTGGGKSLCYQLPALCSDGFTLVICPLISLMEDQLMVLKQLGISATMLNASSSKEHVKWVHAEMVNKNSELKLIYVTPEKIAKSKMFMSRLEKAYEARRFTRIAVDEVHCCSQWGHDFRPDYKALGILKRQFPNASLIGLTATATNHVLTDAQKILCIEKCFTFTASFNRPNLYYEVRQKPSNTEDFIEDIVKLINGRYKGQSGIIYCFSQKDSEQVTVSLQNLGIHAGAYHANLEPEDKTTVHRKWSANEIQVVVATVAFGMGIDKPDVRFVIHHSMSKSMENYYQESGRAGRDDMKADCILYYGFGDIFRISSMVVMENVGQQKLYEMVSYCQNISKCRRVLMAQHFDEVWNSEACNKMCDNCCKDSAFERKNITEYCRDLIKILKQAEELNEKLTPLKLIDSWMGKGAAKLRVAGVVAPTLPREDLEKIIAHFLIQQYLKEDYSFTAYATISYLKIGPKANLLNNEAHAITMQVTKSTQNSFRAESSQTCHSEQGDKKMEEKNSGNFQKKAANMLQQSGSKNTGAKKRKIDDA
#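 RECQ1T1 50 nM; forked duplex (20 bp + 30-nt ss tails) 200 nM, ATP 2 mM final; pH 8.0, 2 mM MgCl2, 2.5 ug/ml poly(dI-dC); 15 min compound preincubation; discontinuous kinetic read over 2 h at RT.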
# An asterisk follows results filed as active; i = inactive; ? = inconclusive; / = no result given; & = joins results of further samples; [ ] = dose if it differs, or a comment. Unless noted, calls come from the whole dose curve; as a rule, active = well fitted curve in the direction sought with a large enough effect; inconclusive = small, poorly fitted or top-dose-only effect, or another doubt; inactive = no such curve, though single readings can be large; an effect the other way counts as inactive or inconclusive. Potency is the fitted concentration of half-maximal effect. Not all compounds are listed (hit frequency here may not be typical).
SMILES | Tau fluor cs | Tau fibril FP | L3MBTL1 block | TR SRC2 fluor cs | Tau fibril ThT | HTT ATP protect | TRb-SRC2 inh | RECQ1 inh
CCCn1nnnc1NC(=O)c1ccc(C)cc1Cl | -5% | -6% | -9% | -7% | -7% | -17% | -1% | -6%
O=C(CCSc1nc(-c2ccco2)cc(C(F)(F)F)n1)NCCc1ccccc1 | -12% | -4% | 9% | 1% | -4% | 17%[10 µM] | 4% | -2%
Cc1[nH]c2ccccc2c1C(c1ccncc1)N1CCN(c2ccccn2)CC1 (centres undefined) | ? | -1% | 0% | 1% | ? | -5% | -1% | -17%
O=P(c1ccccc1)(c1ccccc1)N(c1ccccc1)c1ccccc1 | 16% | 5% | 2% | 0% | 6% | 6%[0.074 µM] | 3% | -2%
CCCOc1ccc(-c2c(C(=O)N/N=C/c3ccc(C)cc3)nnn2-c2nonc2N)cc1 | -22% | ? | -9% | -1% | -3% | 7%[10 µM] | 1% | -8%
Cc1ccccc1N/N=C/c1ccc(C#N)cc1 | ? | 14% | -8% | -1% | ? | 20%[10 µM] | 1% | -14%
COc1ccc(C(=O)NCC(=O)NCC(c2ccco2)N(C)C)cc1OC (centres undefined) | -8% | -7% | -6% | 0% | -12% | -9%[10 µM] | 4% | -13%
O=C(Nc1ccc(Cl)cc1)C1CCC(CNS(=O)(=O)c2ccc(Br)s2)CC1 (centres undefined) | -17% | ? | / | 0% | 9% | / | -2% | /

# Overlap with the part before: five compounds, then new ones.
SMILES | Tau fluor cs | Tau fibril FP | L3MBTL1 block | TR SRC2 fluor cs | Tau fibril ThT | HTT ATP protect | TRb-SRC2 inh | RECQ1 inh
O=P(c1ccccc1)(c1ccccc1)N(c1ccccc1)c1ccccc1 | 16% | 5% | 2% | 0% | 6% | 6%[0.074 µM] | 3% | -2%
CCCOc1ccc(-c2c(C(=O)N/N=C/c3ccc(C)cc3)nnn2-c2nonc2N)cc1 | -22% | ? | -9% | -1% | -3% | 7%[10 µM] | 1% | -8%
Cc1ccccc1N/N=C/c1ccc(C#N)cc1 | ? | 14% | -8% | -1% | ? | 20%[10 µM] | 1% | -14%
COc1ccc(C(=O)NCC(=O)NCC(c2ccco2)N(C)C)cc1OC (centres undefined) | -8% | -7% | -6% | 0% | -12% | -9%[10 µM] | 4% | -13%
O=C(Nc1ccc(Cl)cc1)C1CCC(CNS(=O)(=O)c2ccc(Br)s2)CC1 (centres undefined) | -17% | ? | / | 0% | 9% | / | -2% | /
CSc1ccc(-c2nnc(NC(=O)c3ccc4c(c3)OCCO4)o2)cc1 | -11% | -14% | / | -1% | -12% | / | -8% | /
CN(C)C(=O)CSc1nnc([C@H](Cc2ccccc2)NC(=O)OC(C)(C)C)o1 | 1% | 2% | 0% | 0% | -3% | -9%[10 µM] | -1% | -13%
Cn1nnnc1SCCCNCc1ccc(-c2ccc(F)c(Cl)c2)o1 | -15% | -5% | / | -3% | -7% | / | -9% | /
Cc1cc(C)cc(Nc2sc(C(=O)c3ccccc3)c(N)c2S(=O)(=O)c2ccccc2)c1 | -11% | -4% | / | -2% | 0% | / | 0% | /
C/C(=N\NC(=O)C(C)Sc1ccccc1)C(C)(C)C (centres undefined) | -7% | 3% | 0% | 0% | -5% | 8% | 1% | 1%
Cc1ccnc(NC(=O)CCC(=O)N(CC(=O)NC2CCCCC2)Cc2ccc3c(c2)OCO3)c1 | 6% | 6% | / | 2% | -4% | -1% | 3% | i
CC(C)COc1ccc(/C(=N/O)c2ccccc2)cc1 | -19% | 5% | / | -4% | ? | 6% | -2% | -15%
COc1cc(/C=N/Nc2nc(N3CCCCC3)nc(N3CCCCC3)n2)ccc1OC(=O)c1ccco1 | -1% | 7% | -2% | -1% | 4% | -6% | 1% | -6%
Cc1cccc(N2CCN(C(=O)c3ccccn3)CC2C)c1 (centres undefined) | 1% | -2% | / | -3% | -3% | -3% | -3% | i
COc1ccc(-c2[nH]ncc2/C=C(\C#N)C(=O)NC2CC2)cc1 | -2% | 5% | / | -5% | -11% | -39%[inhibitor] | -3% | -13%
CC(C)(C)c1cc(N)n2nc(C(C)(C)C)cc2n1 | -1% | 3% | -5% | -3% | -1% | -13%[10 µM] | 9% | 0%
CCc1nn2c(=O)cc(COc3ccc(/C=C4\C(=N)N5N=C(CC(C)C)SC5=NC4=O)cc3)nc2s1 | -2% | -4% | / | -6% | ? | 3%[10 µM] | -8% | i
CN(C)C(=O)c1ccc(-n2cnc3ccccc3c2=O)cc1 | 5% | 0% | 3% | -3% | 2% | / | 4% | 0%
O=C(CC(c1ccc(F)cc1)c1ccco1)Nc1nccs1 (centres undefined) | -19% | -1% | -23% | -2% | -15% | -2%[10 µM] | 3% | -11%
CC(=O)c1ccc(NC(=O)Oc2ccccc2)cc1 | 3% | 8% | / | 1% | -7% | 6% | 0% | -10%
Cc1ccc(/C=C/S(=O)(=O)NCc2ccc(F)cc2)cc1 | -4% | 2% | -4% | 1% | -5% | -27%[10 µM] | 2% | i

# The listing continues:
# Below each SMILES – Tau fluor cs | Tau fibril FP | L3MBTL1 block | TR SRC2 fluor cs | Tau fibril ThT | HTT ATP protect | TRb-SRC2 inh | RECQ1 inh
> CCCc1ccc(-c2cc(C(=O)N/N=C/c3ccc([N+](=O)[O-])o3)c3ccccc3n2)cc1
  ? | ? | / | 0% | ? | -99%[inhibitor] | 3% | -12%
> Cc1ccc(S(=O)(=O)NNC(=O)c2cnn(-c3ccccc3)c2C(F)(F)F)cc1
  -5% | 0% | -5% | -1% | 0% | 18%[10 µM] | -2% | -2%
> O=C(CSCc1cccc(F)c1)NCc1ccccc1
  -14%&-1% | -5%&-5% | / | 1%&-2% | -11%&1% | -37% | -4%&-4% | -13%
> COC(=O)Nc1ccc(OC)c(OC)c1
  -1% | -1% | / | 2% | 0% | 4% | -7% | 6%
> Cc1ccc(S(=O)(=O)NCC2CCC(C(=O)NCc3cccnc3)CC2)cc1 (centres undefined)
  7% | 2% | 7% | 2% | 4% | 4% | -3% | 0%
> O=C(COC(=O)c1ccccc1)Nc1cccc(S(=O)(=O)N2CCOCC2)c1
  -4% | -5% | 9% | 1% | 5% | -34% | -6% | i
> Cc1nc(-c2cccc(NS(C)(=O)=O)c2)cs1
  -4% | 7% | / | -3% | -8% | -13% | 3% | -7%
> O=c1cccccc1NCc1ccccc1
  -8% | 2% | / | 1% | -14% | -8% | -9% | i
> C=CC1=C2C=C(C3CC3)N(C3CCCCC3)C=C2C(=O)C(C)(OC(=O)c2ccco2)C1=O (centres undefined)
  -8%[11.6 µM] | -12%[11.6 µM] | / | -1%[11.2 µM] | -12%[11.5 µM] | -31%[inhibitor][10 µM] | -1%[11.2 µM] | 19%[11.5 µM]
> Cc1cc(S(=O)(=O)NCCc2ccccc2)c(C)s1
  -12% | 3% | -4% | 4% | -8% | -18% | 7% | -6%
> Nn1c(=O)c2ccccc2n2c(SCc3ccc(C(F)(F)F)cc3)nnc12
  1% | 5% | / | 1% | -14% | 1% | -15% | -1%
> CCc1cccc(NC(=O)Cn2cccc2)c1
  -2% | 0% | -12% | 2% | -7% | -7% | -7% | 2%
> O=[N+]([O-])c1cnc(N2CCCCC2)c([N+](=O)[O-])c1
  -2% | 7% | -3% | 9% | -12% | -18%[10 µM] | -14% | -4%
> Nc1c(NCc2ccccc2)c2ccccc2oc1=O
  -19% | 0% | -8% | 1% | -16% | -8% | 0% | -5%
> CC(=O)c1cc(C#N)c(Oc2ccc(F)cc2)nc1C
  0% | 3% | 7% | -4% | -5% | 11% | 4% | -4%
> Cc1cc(NS(=O)(=O)Cc2ccccc2)no1
  6% | 1% | -4%[11.4 µM] | 0% | -4% | 0% | -11% | -6%
> CCOc1ccc(Sc2cc(C(=O)NCCc3ccc(OC)c(OC)c3)c3ccccc3n2)cc1
  -17% | -7% | / | -1% | -8% | / | -10% | /
> Cc1cccc(-n2ncc(C#N)c2-n2cccc2)c1
  -7% | -7% | 6% | 2% | -2% | -19% | -13% | i
> C#CCOCCOCCOCCNc1nc(N2CCN(C(=O)[C@H](C)n3cc(CCCN=C(N)N)nn3)CC2)nc(N2CCN(C(=O)[C@H](CCCCN)n3cc(CCCC)nn3)CC2)n1
  4% | ? | -5% | -1% | 2% | / | -8% | 0%
> COc1cc(C(=O)NCCOc2cccc3cccnc23)cc(OC)c1OC
  -14% | -2% | / | -6% | -11% | -115%[inhibitor] | 2% | -16%
> O=C(CSc1nccn1-c1cccc(Cl)c1)Nc1cccc2ccccc12
  -24% | -10% | / | 4% | -10% | / | 0% | /
> COc1cc(C)c(S(=O)(=O)N2CCN=C2c2ccccc2)cc1C
  8% | 2% | 7% | -1%[53 µM] | 8% | 0%[10 µM] | 3%[53 µM] | -1%
> CC(NC(=O)OCc1ccccc1)C(=O)OCN1C(=O)c2ccccc2C1=O (centres undefined)
  -1% | -1% | -4% | -3% | -10% | -7% | 1% | -2%
